Screening data (PubChem BioAssay)
Texas Red fluor: compounds fluorescent in Texas Red spectral region; Compound fluorescence, Texas Red channel, 547/618 nm; hits give high values; max dye-equivalent concentration, M; 0.06% of 59,000 active; AID 587; in the data active = max dye-equivalent concentration above about 10 nM; inconclusive = between about 1.1 nM and that limit
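Fluorescence at ex 547/em 618 nm, normalized against an on-plate Texas Red standard series to give dye-equivalent concentration per compound concentration. Buffer 100 mM Tris, pH 8.0; 15 min RT incubation before CCD imaging.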
ALOX15 inhib: blocks human 15-lipoxygenase activity | P16050 | purified 15hLO-1, xylenol orange hydroperoxide absorbance | Potency, µM (highest dose often 57.1 µM), for inactives: at the top dose activity change, negative = inhibition, most hits filed as inhibitors | 1.4% of 74,000 active | AID 887; note: potency is the fitted concentration of half-maximal effect; % is set by controls: 0 for no effect and ±100 for the full control effect; nearly all actives have a fitted effect of over 55% in size
Target sequence (P16050 whole entry, looked up): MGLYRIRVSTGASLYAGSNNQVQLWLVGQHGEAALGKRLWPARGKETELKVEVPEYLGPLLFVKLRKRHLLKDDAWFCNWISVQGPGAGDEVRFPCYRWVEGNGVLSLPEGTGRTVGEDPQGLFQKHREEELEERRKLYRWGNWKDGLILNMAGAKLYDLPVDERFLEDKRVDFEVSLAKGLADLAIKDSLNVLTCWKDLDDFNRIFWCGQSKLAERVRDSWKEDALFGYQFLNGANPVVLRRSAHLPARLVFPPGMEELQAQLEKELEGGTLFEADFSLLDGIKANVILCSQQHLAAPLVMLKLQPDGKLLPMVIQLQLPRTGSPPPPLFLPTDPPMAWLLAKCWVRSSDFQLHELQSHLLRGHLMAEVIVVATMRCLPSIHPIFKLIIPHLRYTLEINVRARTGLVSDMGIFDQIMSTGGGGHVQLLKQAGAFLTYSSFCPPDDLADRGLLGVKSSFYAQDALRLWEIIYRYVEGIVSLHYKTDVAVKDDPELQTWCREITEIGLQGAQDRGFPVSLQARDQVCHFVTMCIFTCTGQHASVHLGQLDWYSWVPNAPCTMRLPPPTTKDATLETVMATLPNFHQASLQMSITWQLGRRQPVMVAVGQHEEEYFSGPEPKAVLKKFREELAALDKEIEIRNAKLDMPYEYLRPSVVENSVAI
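Hydroperoxide formed from arachidonic acid (50 uM) by purified human 15hLO-1 (40 nM) oxidizes ferrous iron, and the ferric-xylenol orange complex is read at 573 versus 405 nm. Compounds were preincubated 15 min; reaction ran 6 min at room temperature.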
Fluorescein autfl: fluorescein region autofluorescence. Compound autofluorescence, 480/540 nm, fluorescein-equivalent; hits give high values. max fluorescein-equivalent concentration, M. AID 593. 0.91% of 59,000 active; in the data active = max fluorescein-equivalent concentration above about 10 nM; inconclusive = between about 1.1 nM and that limit
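Spectral profiling of library compounds in the fluorescein window (480 nm excitation, 540 nm emission) after 15 min at room temperature in pH 8.0 Tris (100 mM). Values are dye-equivalent concentrations.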
4-MU autofl: 4-MU region autofluorescence; max dye-equivalent concentration, M; 11% of 59,000 active; compound autofluorescence, 340/450 nm, 4-MU equivalents; hits give high values; in the data active = max dye-equivalent concentration above about 10 nM; inconclusive = mostly about 1.1 nM to 9.6 nM
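Intrinsic fluorescence at 340/450 nm (ex/em) was read after 15 min at room temperature in pH 8.0, 100 mM Tris. Each compound concentration expressed as 4-MU-equivalent concentration from a six-point 4-MU standard series on each plate.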
HADH2 inh: HADH2 (human) dehydrogenase inhibition; Q99714; recombinant HADH2, NADH fluorescence, beta-hydroxybutyryl-CoA; Potency, µM (doses to about 57.1 µM), for inactives: at the highest dose activity change, negative = inhibition, actives largely listed as inhibitors; 3.4% of 73,000 active; AID 886; note: potency is the fitted concentration of half-maximal effect; % is set by controls: 0 for no effect and ±100 for the full control effect; nearly all actives have a fitted effect of over 60% in size; many of its hits are not listed in these tables
Target sequence (Q99714 whole entry, looked up, one chain of several): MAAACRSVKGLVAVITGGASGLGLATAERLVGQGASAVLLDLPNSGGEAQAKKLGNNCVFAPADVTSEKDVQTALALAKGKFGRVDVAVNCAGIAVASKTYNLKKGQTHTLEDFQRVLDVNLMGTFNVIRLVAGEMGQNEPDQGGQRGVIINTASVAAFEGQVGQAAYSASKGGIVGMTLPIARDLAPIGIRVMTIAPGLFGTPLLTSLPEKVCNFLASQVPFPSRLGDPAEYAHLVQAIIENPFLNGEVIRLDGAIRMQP
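His-tagged recombinant enzyme from E. coli, 20 nM, preincubated 15 min RT with compound; reaction started with 1 mM NAD+ and 90 uM beta-hydroxybutyryl-CoA in 100 mM Tris-HCl pH 9.0. NADH fluorescence (ex 360/em 450) read over 4 min; last-minus-first difference.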
Rhodamine fluor: compound autofluorescence in rhodamine spectral region | 0.05% of 59,000 active | AID 594 | max dye-equivalent concentration, M | Rhodamine-region fluorescence, 547/598 nm, Tris buffer; hits give high values; in the data active = max dye-equivalent concentration above about 11 nM; inconclusive = between about 1.1 nM and that limit
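Read-out is relative fluorescence at 547 nm excitation and 598 nm emission, expressed as dye-equivalent concentration using rhodamine standards on every plate. Each compound was profiled across a concentration series after 15 min in 100 mM Tris, pH 8.0.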
Ub-GFP proteasome: ubiquitin-GFP accumulation via proteasome inhibition | Ubiquitin-GFP reporter cells, proteasome inhibition, GFP fluorescence; response scale: untreated = 0%, 10 µM MG-132 = 100% | 67,000 tested, under 10 active | AID 526 | Potency, µM (doses to about 45.9 µM), for inactives: at the highest dose activation (GFP accumulation), most hits filed as activators; active = well fitted activation curve with a large enough effect, not every such curve was filed as active; inconclusive = small, poorly fitted or top-dose-only effect, or another doubt; inactive = no such curve, though single readings can be large or run the other way; note: potency is the fitted concentration of half-maximal effect
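U2OS cells expressing ubiquitin(G76V)-GFP, seeded overnight in 0.5% FBS medium, then treated 4 hr at 37 C across 46 uM to 2.9 nM. GFP-positive cells counted by laser cytometry (488 ex/515 em); %activity scaled between basal and 10 uM MG-132.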
DNA Pol III inh: blocks replication by bacterial DNA polymerase III holoenzyme; 0.25% of 71,000 active; reconstituted DNA polymerase III holoenzyme replication, biochemical; Potency, µM (series often up to 57.1 µM), for inactives: at the highest dose activity change, negative = inhibition; note: potency is the fitted concentration of half-maximal effect; % is set by controls: 0 for no effect and ±100 for the full control effect
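Reconstituted *E. coli* holoenzyme (0.35 nM Pol III, 1 nM beta, 154 nM SSB, 2 nM primase) was preincubated with compound for 15 min at RT. Synthesis on 1.4 nM ssM13Gori ran 35 min, then was stopped with PicoGreen/EDTA and read as dsDNA fluorescence.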
GFP derepression: epigenetic GFP locus derepression in mouse cells | Potency, µM (series often up to 46.1 µM), without a hit: top-dose GFP derepression (activation) | mouse C127i GFP locus derepression, cytometry, 30 h | 0.09% of 68,000 active | AID 597; note: % of control where 0% means no effect
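Locus derepression in mouse mammary C127i cells whose integrated CMV-GFP reporter is normally silent; GFP expression after 30 h compound treatment was quantified by counting fluorescent cells.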
Hsp90 Hop PPI: changes Hsp90-Hop TPR2A binding signal, up or down; AlphaScreen TPR2A-His6 binding biotin-Hsp90 C-terminal peptide; Potency, µM (top dose mostly 57 µM), without a hit: at the highest dose activity change, negative = inhibition; 0.44% of 71,000 active; active = well fitted curve in either direction with a large enough effect; inconclusive = small, poorly fitted or top-dose-only effect, or another doubt; note: potency is the fitted concentration of half-maximal effect; % is set by controls: 0 for no effect and ±100 for the full control effect; many of its hits are not listed in these tables
HBB splice mod: alters splicing of the hemoglobin beta chain | HBB splicing reporter cell assay, activation; EGFP reporter with mutant IVS2-654 intron; response scale: normalised to 500 nM splice-correcting PNA | Potency, µM (doses to about 46.1 µM), without a hit: top-dose activation, hits mostly activators | 0.06% of 65,000 active | AID 925; note: potency is the fitted concentration of half-maximal effect; 0% is about no effect
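HeLa cells stably expressing EGFP interrupted by mutant beta-globin intron 2 (IVS2-654), 500/well in 2% FCS. Treated with compound for 2 days at 37C. Splicing correction scored as total well GFP intensity (488 nm excitation, 500-520 nm emission); 500 nM antisense PNA served as control.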
Numbers without * were called inactive; i = inactive; ? = inconclusive; . = no result given; & = joins results of further samples; [ ] = dose if it differs, or a comment. Unless noted, calls come from the whole dose curve; as a rule, active = well fitted curve in the direction sought with a large enough effect; inconclusive = small, poorly fitted or top-dose-only effect, or another doubt; inactive = no such curve, though single readings can be large; an effect the other way counts as inactive or inconclusive. These rows are one share of the data, so the mix of outcomes need not match the whole.

| SMILES | Texas Red fluor | ALOX15 inhib | Fluorescein autfl | 4-MU autofl | HADH2 inh | Rhodamine fluor | Ub-GFP proteasome | DNA Pol III inh | GFP derepression | Hsp90 Hop PPI | HBB splice mod |
| --- | --- | --- | --- | --- | --- | --- | --- | --- | --- | --- | --- |
| Cc1cc(C(=O)Nc2sc3c(c2C#N)CCC(C(C)(C)C)C3)no1 (stereo unspecified) | i | -3% | i | i | -10% | i | 2% | 0% | 6% | -1% | 0.4% |
| O=C(COn1nnc2ccc(Cl)cc21)NCc1ccccc1 | i | 4% | ? | i | -9% | i | -2% | 2% | -1% | -1% | -1.9% |
| O=c1[nH]c(Cc2cccs2)nc2ccccc12 | ? | 0% | ? | i | 2% | i | -3% | 59% | 5% | -1% | -2.0% |
| O=C(COc1ccccc1)N1CCN(c2ncnc3c2cnn3-c2ccccc2)CC1 | i | -3% | i | i | -4% | i | -2% | -4% | 2% | 0% | 0.1%[57.5 µM] |
| CC(NC(=O)c1nn(C)c(=O)c2ccccc12)c1ccc(F)cc1 (stereo unspecified) | i | -1% | i | i | 12% | i | 23% | -7% | -1% | 1% | 0.1% |
| Cc1ccc(C)c(OCC(O)CN2CCC(C)CC2)c1C (stereo unspecified) | i | 6% | ? | i | 7% | i | 4% | 0% | 0% | 0% | 2.8% |
| CCCCNC1=C(Br)C(=O)CC(C)(C)C1 | i | . | ? | i | . | i | . | . | 0%[20.6 µM] | . | . |
| Cc1cccc(NC(=O)CN2C(=O)COc3ccc(Cl)cc32)c1C | . | 1% | . | . | 11% | . | 7% | -4% | . | -3% | 0.3% |
| O=C(O)C1C2C=CC(O2)C1C(=O)Nc1ccc(S(=O)(=O)Nc2ccccc2)cc1 (stereo unspecified) | i | -25% | i | i | ? | i | 0% | -5% | 4% | -8% | 1.4% |
| N[C@H](C(=O)O)[C@@H]1C[C@@H]1C(=O)O | . | -18%&-16%[25.6 µM] | . | . | 1%&11% | . | -1%&0% | -5%&-2% | -1%&0% | -4%&-3% | . |
| O=C1CC(N2CCN(C/C=C/c3ccccc3)CC2)C(=O)N1Cc1ccc(N2CCCC2=O)cc1 (stereo unspecified) | i | -4% | i | i | 2% | i | 16% | -2% | 0% | -6% | 0.7% |
| Cc1nn(Cc2ccc(C(=O)NC3CCCCC3)o2)c(C)c1Br | ? | -6% | i | i | 5% | i | 0% | -2% | 3% | -2% | 0.0% |
| COc1ccccc1NC(=O)C(O)C(O)C(=O)Nc1ccccc1OC (stereo unspecified) | i | 4% | i | i | 1% | i | -7% | -6% | 2% | -1% | -1.5% |
| CN(C)S(=O)(=O)c1cccc(C(=O)NCc2ccco2)c1 | ? | -2% | ? | i | -20% | i | 0% | -10% | -2% | -4% | -0.2%[57.5 µM] |
| CC12CN3CC(C)(CN(C1)C31C(=O)N(Cc3ccccc3)c3ccccc31)C2=O (stereo unspecified) | ? | 6% | i | i | -4% | i | 0% | -1% | 12% | 0% | 0.2%[57.5 µM] |
| CCC1(C)Cc2c(sc(NC(=O)CCC(=O)O)c2C#N)CO1 (stereo unspecified) | i | . | i | i | . | i | . | . | 4%[20.6 µM] | . | . |
| Cc1cccc(C)c1OCc1nnc2c3cnn(C)c3ncn12 | i | 8% | i | i | 11% | i | -3% | 0% | 3% | 1% | 1.3% |
| NC(N)=NC[C@@H]1CCCCCCN1 | i | 7%[11.4 µM] | i | i | 2%[11.4 µM] | i | 2%[9.17 µM] | 0%[11.4 µM] | 2%[9.22 µM] | -5%[11 µM] | 3.4%[9.22 µM] |
| Cn1c(CN2CCCCC2)nc2cc(NS(=O)(=O)c3ccc(Cl)cc3)ccc21 | i | 10% | i | i | 6% | i | 3% | -1% | 8% | -6% | 2.0% |
| CCN(c1ccccc1)S(=O)(=O)c1ccc(NCC2COc3ccccc3O2)nc1 (stereo unspecified) | i | -17% | ? | i | -5% | i | 0% | 4% | -2% | 2% | -0.4% |
| COc1ccc2c(c1)[nH]c1c(=O)n(CCc3cnc[nH]3)cnc12 | i | -6% | i | 2.5e-08M* | ? | i | 20% | 4% | 0% | -15% | 0.4% |
| N#Cc1nc(-c2ccco2)oc1NCCCn1ccnc1 | i | 12% | i | ? | 25µM* | i | -4% | 8% | 0% | ? | 4.3%[0.369 µM] |
| Clc1ccc(-c2nnc(N3CCCC3)nn2)cc1 | i | -19% | ? | i | -3% | i | 2% | 0% | -2% | -12% | 5.6%[57.5 µM] |
| O=C1c2ccccc2S(=O)(=O)N1CCCCN1CCN(c2ncccn2)CC1 | . | -6%[25.6 µM] | . | . | -2% | . | 10% | -4% | -1% | -4% | . |
| CCCn1nnc(NC(=O)COc2ccc(Cl)cc2)n1 | i | 10% | i | i | 5% | i | -1% | 2% | -3% | 6% | -0.6%[57.5 µM] |
| Cc1ccc(S(=O)(=O)N2CCCC2C(=O)O)cc1 (stereo unspecified) | i | 15% | ? | i | 15% | i | -2% | 2% | 0% | -2% | -2.0% |
| CCOc1ccc(N=CC2=C(O)CC(C)(C)CC2=O)cc1 | . | 4% | . | . | -4% | . | 3% | 0% | 2% | 0% | 2.0% |
| O=C(N1CCN(c2ccccc2)CC1)C(F)(F)C(F)F | . | -25% | . | . | 0% | . | 10% | 1% | 2% | -3% | -1.6% |
| O=C(O)C1CCCN1S(=O)(=O)c1ccc2c(c1)CCC2 (stereo unspecified) | i | 10% | i | i | 7% | i | -2% | -7% | 0% | 1% | -0.3%[57.5 µM] |
| O=C(Nc1cnc2ccccn2c1=O)c1ccc(F)cc1 | i | -2% | i | 1.4e-08M* | -6% | i | 1% | -4% | 0% | 0% | -0.8% |

Part of the list above, set out differently:
Values run as follows: Texas Red fluor | ALOX15 inhib | Fluorescein autfl | 4-MU autofl | HADH2 inh | Rhodamine fluor | Ub-GFP proteasome | DNA Pol III inh | GFP derepression | Hsp90 Hop PPI | HBB splice mod
> Cc1cccc(C)c1OCc1nnc2c3cnn(C)c3ncn12
 : i | 8% | i | i | 11% | i | -3% | 0% | 3% | 1% | 1.3%
> NC(N)=NC[C@@H]1CCCCCCN1
 : i | 7%[11.4 µM] | i | i | 2%[11.4 µM] | i | 2%[9.17 µM] | 0%[11.4 µM] | 2%[9.22 µM] | -5%[11 µM] | 3.4%[9.22 µM]
> Cn1c(CN2CCCCC2)nc2cc(NS(=O)(=O)c3ccc(Cl)cc3)ccc21
 : i | 10% | i | i | 6% | i | 3% | -1% | 8% | -6% | 2.0%
> CCN(c1ccccc1)S(=O)(=O)c1ccc(NCC2COc3ccccc3O2)nc1 (stereo unspecified)
 : i | -17% | ? | i | -5% | i | 0% | 4% | -2% | 2% | -0.4%
> COc1ccc2c(c1)[nH]c1c(=O)n(CCc3cnc[nH]3)cnc12
 : i | -6% | i | 2.5e-08M* | ? | i | 20% | 4% | 0% | -15% | 0.4%
> N#Cc1nc(-c2ccco2)oc1NCCCn1ccnc1
 : i | 12% | i | ? | 25µM* | i | -4% | 8% | 0% | ? | 4.3%[0.369 µM]

Next structures follow:
| SMILES | Texas Red fluor | ALOX15 inhib | Fluorescein autfl | 4-MU autofl | HADH2 inh | Rhodamine fluor | Ub-GFP proteasome | DNA Pol III inh | GFP derepression | Hsp90 Hop PPI | HBB splice mod |
| --- | --- | --- | --- | --- | --- | --- | --- | --- | --- | --- | --- |
| NC(N)=NC[C@H](N)C(=O)O | i | 9%[11.4 µM] | ? | i | 4%[11.4 µM] | i | -1%[9.17 µM] | -4%[11.4 µM] | -2%[9.22 µM] | -3%[11 µM] | 0.3%[9.22 µM] |
| O=C(c1cccc(-n2cnnn2)c1)N1CC=C(c2ccccc2)CC1 | i | 5% | i | i | 9% | i | -4% | 2% | 1% | 0% | -0.4%[57.5 µM] |
| O=C(O)CSc1nnc(Cc2ccccc2)n1Cc1ccccc1 | i | 21% | i | i | 0% | i | -1% | -9% | 6% | -2% | 0.0%[57.5 µM] |
| COC(=O)c1ccccc1NC(=O)c1nc2nc(C)cc(C)n2n1 | i | -6% | ? | i | -17% | i | 1% | -6% | 0% | -8% | 3.7% |
| O=C1c2ccccc2NC(c2ccc(Cl)cc2Cl)N1O (stereo unspecified) | i | 16µM* | i | 1e-08M* | -5% | i | -1% | -5% | 4% | -4% | -1.6% |
| O=C(CN1CCN(Cc2ccccc2)CC1)NCC1COc2ccccc2O1 (stereo unspecified) | . | 3% | . | . | 2% | . | 0% | 1% | 0% | 0% | -2.6% |
